# Bioassay records deposited in PubChem BioAssay by Sanford-Burnham Center for Chemical Genomics.
# SENP7 inh – SENP7 protease inhibition. recombinant SENP7, Z-RLRGG-aminoluciferin luminescence, 40 min. inhibition, % at 5 µM. AID 434973. 1.5% of 330,000 active;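 active = inhibition above about 50% at the single test dose, limit read from the data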;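 note: plate controls were DMSO with enzyme for no effect and no enzyme buffer wells for full effect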
# SENP1 inh – inhibitors of human SENP1 SUMO protease catalytic domain; Q9P0U3; AID 624204; recombinant SENP1 catalytic domain, CyPet-SUMO1-YPet FRET cleavage; 0.21% of 360,000 active; inhibition, % at 10 µM;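 active = inhibition at least 30% at 10 µM, raw YFP signal under a set limit, fluorescence ratio 0.5 to 1.5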;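 note: 0% = enzyme with DMSO and 100% = no enzyme wells; some results filed as inactive read as strong as hits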
#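 Assay system – human recombinant His6-tagged SENP1 catalytic domain enzyme · Input – SENP1 enzyme, 20 pM final · Buffer or medium – Tris pH 8 buffer plus EDTA, NaCl, BME, BSA, NP40, catalase · Schedule – 50 min reaction at room temperature · Technique – FRET read of cyan and yellow fluorescence · Control set – no-enzyme wells low, DMSO-plus-enzyme wells high control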
# Apaf-1 inh – inhibitors of human Apaf-1 apoptosome; AID 489030; inhibition, % at 20 µM; reconstituted apoptosome caspase-3 activity, DEVD-Rh110 fluorescence; O14727; 0.71% of 330,000 active; active = inhibition of at least 40% at 20 µM;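 note: plate controls were DMSO wells for no effect and DEVD-CHO caspase inhibitor wells for full effect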
#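 Material: reconstituted apoptosome with Apaf-1, cytochrome c, caspase-9, procaspase-3, dATP. Technique: Rh110 fluorescence intensity. Buffer or medium: pH 7.5 Hepes buffer with CHAPS, BSA, DTT. Times: 30 min plus 50 min, RT.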
# HKDC1 inh – blocks human hexokinase HKDC1 activity. Q2TB90. AID 493160. inhibition, % at 20 µM. 0.16% of 340,000 active. recombinant HKDC1, G6PDH/diaphorase resazurin coupled fluorescence;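 active = inhibition above about 35% when tested at 20 µM, limit read from the data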;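 note: plate controls were DMSO wells with enzyme for no effect and DMSO wells lacking enzyme for full effect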
# Target sequence (Q2TB90 whole entry, looked up): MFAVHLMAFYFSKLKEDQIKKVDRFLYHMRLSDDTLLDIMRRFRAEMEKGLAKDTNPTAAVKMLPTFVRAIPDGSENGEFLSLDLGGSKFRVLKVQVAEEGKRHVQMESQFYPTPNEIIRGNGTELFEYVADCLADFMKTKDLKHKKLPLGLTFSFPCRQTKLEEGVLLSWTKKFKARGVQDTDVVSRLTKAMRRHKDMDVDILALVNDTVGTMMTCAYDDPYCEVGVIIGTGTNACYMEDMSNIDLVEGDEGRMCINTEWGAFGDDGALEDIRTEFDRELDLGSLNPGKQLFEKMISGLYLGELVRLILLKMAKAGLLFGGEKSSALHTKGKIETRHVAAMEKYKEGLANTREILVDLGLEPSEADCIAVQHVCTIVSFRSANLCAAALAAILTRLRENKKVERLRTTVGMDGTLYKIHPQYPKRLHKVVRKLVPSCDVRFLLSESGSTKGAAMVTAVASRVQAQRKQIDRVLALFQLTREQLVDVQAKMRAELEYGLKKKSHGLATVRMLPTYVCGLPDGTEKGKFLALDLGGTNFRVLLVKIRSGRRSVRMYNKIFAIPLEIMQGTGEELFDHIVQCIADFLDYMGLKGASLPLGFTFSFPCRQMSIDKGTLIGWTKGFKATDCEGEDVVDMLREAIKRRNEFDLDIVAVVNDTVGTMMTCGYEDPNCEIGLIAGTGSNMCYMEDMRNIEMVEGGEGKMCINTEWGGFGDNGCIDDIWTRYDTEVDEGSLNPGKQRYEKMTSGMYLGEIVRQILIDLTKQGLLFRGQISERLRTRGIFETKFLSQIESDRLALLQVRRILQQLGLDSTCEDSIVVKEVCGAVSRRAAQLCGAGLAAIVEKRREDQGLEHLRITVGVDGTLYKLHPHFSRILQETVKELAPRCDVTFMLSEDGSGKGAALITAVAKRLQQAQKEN
#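 Test system: recombinant HKDC1 (HK5) hexokinase enzyme, produced in-house; Amount: enzyme 5 µg/mL final; Buffer or medium: Tris pH 8.0 buffer with MgCl2, Tween-20, BSA, BME; Reagent: glucose and ATP substrates; Doses: 20 µM test compound, 1% DMSO; Incubation: 90 min reaction incubation at room temperature, dark; Detection: resorufin fluorescence at 613 nm.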
# SENP8 block-1 – inhibitors of human SENP8 protease; recombinant SENP8, Nedd8 substrate fluorescence; inhibition, % at 20 µM; 0.64% of 360,000 active; AID 602440; in the data active = inhibition mostly above about 40%, no sharp cut-off; inactive = mostly below about 27%
# PfG6PD inh – PfG6PD (Plasmodium falciparum) enzyme inhibition; PfGluPho enzyme, NADPH resazurin-diaphorase fluorescence; 0.78% of 350,000 active; inhibition, % at 20 µM;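 active = inhibition reaching at least a set limit at 20 µM in the primary screen, cut at about 59% in these data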;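 note: 0% = DMSO wells with substrate and 100% = DMSO wells lacking glucose-6-phosphate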
# NALP3 yeast inh – NALP3 inhibition in yeast | inhibition, % at 10 µM | 0.39% of 330,000 active | Yeast reconstituted NLRP3/ASC/caspase-1, beta-gal luminescence, 24 h;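 active = inhibition of 50% or more; inactive = inhibition below 50%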;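 note: plate controls were induced DMSO wells for no effect and uninduced yeast grown without galactose for full effect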
# SENP6 inh – inhibitors of human SENP6 protease. AID 2599. 1.8% of 330,000 active. Recombinant SENP6 catalytic domain, aminoluciferin luminescence. inhibition, % at 10 µM. Q9GZR1;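 active = inhibition above about 50% at the single tested dose, limit read from the data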;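 note: plate controls were DMSO wells with enzyme for no effect and DMSO wells lacking enzyme for full effect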
# SENP8 block-2 – SENP8 protease inhibition; purified SENP8, Z-RLRGG-aminoluciferin cleavage, luminescence; inhibition, % at 10 µM; 1.2% of 330,000 active; AID 2540; in the data active = inhibition above about 50%
# An asterisk follows results filed as active; · = not tested or not shown.
SMILES,SENP7 inh,SENP1 inh,Apaf-1 inh,HKDC1 inh,SENP8 block-1,PfG6PD inh,NALP3 yeast inh,SENP6 inh,SENP8 block-2
O=C(CN(Cc1ccccc1Cl)C(=O)CNS(=O)(=O)c1ccc(F)cc1)NCC1CCCO1 (stereo not drawn),1.5,0.4,-7.3,-10.3,1.7,-12.4,14.9,-7.8,10.0
CC12CCC(=O)N1C(C(=O)OCC(=O)Nc1cccc(Br)c1)CS2 (stereo not drawn),11.0,-0.9,-4.5,-3.0,-0.3,1.7,-5.0,-1.5,8.8
CCOc1ccccc1NC(=O)COC(=O)c1ccc2ccccc2n1,1.8,0.7,2.0,-1.1,6.3,2.5,17.7,-0.1,-9.9
O=C1C2C3C=CC(C3)C2C(=O)N1CCCCN1C(=O)C2C3C=CC(C3)C2C1=O (stereo not drawn),-9.4,-0.7,7.2,0.4,20.3,-22.3,14.1,-19.5,-7.8
CC1CCCC(C)N1/N=C/c1ccc(O)c(O)c1 (stereo not drawn),7.5,-3.8,1.7,-0.6,51.1*,21.2,5.8,1.4,12.1
COc1ccc(-n2cnc3sc(-c4ccccc4)cc3c2=O)cc1,14.4,-1.9,-22.7,-0.5,-228.1,-1.0,10.0,-10.2,-5.3
OC(CSc1ccccc1)CN1CCN(c2ccc(Cl)cc2)CC1 (stereo not drawn),·,0.9,·,-6.6,9.5,4.2,·,·,·
O=S(=O)(O)CCS,-4.0,0.7,-5.4,-5.5,4.9,3.8,-3.1,-14.1,-10.2
CC(C)CN(CC(C)C)C(=O)c1cc2c(=O)n3ccccc3nc2s1,4.3,-97.3,10.6,-3.2,-296.4,-6.9,4.0,5.1,-5.1
CCOc1ccccc1NC(=S)N1C2CCC1CC(NC(=O)NC13CC4CC(CC(C4)C1)C3)C2 (stereo not drawn),14.4,0.4,-9.8,3.1,27.3,-1.9,2.7,-8.8,-4.8
O=C(O)c1cccc(S(=O)(=O)Nc2ccc(-c3ccccc3)cc2)c1,-9.1,-1.1,7.5,3.5,-6.2,-33.2,17.7,-9.0,0.7
O=C(Nc1ccccn1)c1cccnc1,1.1,-2.6,6.6,-5.5,3.8,0.5,18.0,3.0,-14.5
COc1ccccc1/C=C1\SC(=O)N(CCC(=O)N2CCCCC2CCO)C1=O (stereo not drawn),-5.5,-2.9,7.2,-2.2,-33.2,7.2,14.5,1.9,-9.2
NC(=O)c1ccc(/C(N)=N/S(=O)(=O)c2cc(C(F)(F)F)cc(C(F)(F)F)c2)cc1,-0.2,3.1,-11.0,1.1,24.5,14.6,1.9,-5.5,-1.5
O=C(O)C1CCCCC1C(=O)Nc1ccc(OCc2ccccc2)cc1 (stereo not drawn),9.5,1.3,-11.1,-3.0,6.3,6.0,8.0,-4.4,-0.5
O=C(CC(=O)NN=C1CCCCCC1)NCc1cccnc1,-8.9,-29.9,3.5,-0.6,7.5,-12.3,21.1,-20.2,-3.5
O=C(NC1CCCCC1)N(Cc1nc2ccccc2c(=O)[nH]1)C1CCCCC1,-8.2,-1.9,13.8,6.3,-81.3,-10.6,8.6,-5.5,-10.9
COCCNC(=O)CCc1nnc2ccc(N3CCC(C)CC3)nn12,-7.4,-0.6,-3.9,-5.3,9.5,4.0,13.2,-12.4,-3.8
c1ccc(COC(CN2CCCCCC2)CN2CCCCCC2)cc1,-4.8,2.9,-9.4,1.5,14.3,0.1,22.0,-11.1,4.7
C[C@H](CO)N1C[C@H](C)[C@@H](CN(C)Cc2ccc(-c3ccccc3)cc2)Oc2c(NS(=O)(=O)c3cn(C)cn3)cccc2C1=O,-10.9,3.9,20.3,1.3,8.4,-3.1,2.2,-9.3,-13.3
O=C(C1Cc2ccccc2CN1C(=O)c1ccco1)N1CCN(c2ccccc2)CC1 (stereo not drawn),-10.2,-3.5,-2.3,-5.1,2.1,7.2,13.9,-7.3,-5.1
Cc1cccc(C)c1N/C=C/c1onc(C)c1[N+](=O)[O-],2.0,-50.0,8.7,0.3,31.5,-9.5,15.8,7.7,-1.4
COc1cc(/C=C/C(=O)OCC(=O)N2CCC(C)CC2)ccc1O,0.6,-25.9,0.0,-2.3,-252.6,2.0,21.0,3.0,-4.1
CCCC1(CCC)NC(=O)N(CC(=O)Nc2cccc(OC)c2)C1=O,-5.3,2.3,3.0,5.3,21.5,-17.3,-4.1,-15.6,-7.0

# 3 records drawn at random from the list so far:
SMILES,SENP7 inh,SENP1 inh,Apaf-1 inh,HKDC1 inh,SENP8 block-1,PfG6PD inh,NALP3 yeast inh,SENP6 inh,SENP8 block-2
c1ccc(COC(CN2CCCCCC2)CN2CCCCCC2)cc1,-4.8,2.9,-9.4,1.5,14.3,0.1,22.0,-11.1,4.7
NC(=O)c1ccc(/C(N)=N/S(=O)(=O)c2cc(C(F)(F)F)cc(C(F)(F)F)c2)cc1,-0.2,3.1,-11.0,1.1,24.5,14.6,1.9,-5.5,-1.5
COc1cc(/C=C/C(=O)OCC(=O)N2CCC(C)CC2)ccc1O,0.6,-25.9,0.0,-2.3,-252.6,2.0,21.0,3.0,-4.1

# More results follow:
SMILES,SENP7 inh,SENP1 inh,Apaf-1 inh,HKDC1 inh,SENP8 block-1,PfG6PD inh,NALP3 yeast inh,SENP6 inh,SENP8 block-2
O=S(=O)(Nc1ccc(Cc2ccncc2)cc1)N1CCCC1,-0.1,1.8,-11.7,8.3,6.0,6.2,8.8,6.3,-1.2
O=C(Cc1cccs1)NCC1CCCO1 (stereo not drawn),-2.0,-10.5,-25.1,-12.8,-3.7,-12.3,19.0,-3.1,-9.4
COc1ccc(N2CC(C(=O)Nc3cccc(C)n3)CC2=O)cc1 (stereo not drawn),0.4,0.1,-15.2,3.6,-2.8,-18.7,1.1,8.2,0.9
COC(=O)CC/C(O)=C1\C(=O)CC(C)(C)CC1=Nc1ccccc1OC,-1.5,2.1,-5.0,1.0,15.8,-23.4,0.4,-21.8,-7.5
O=C(CN1C(=O)NC2(CCCCCCC2)C1=O)NC(=O)NCc1ccco1,-8.0,1.5,11.9,-3.7,25.0,-14.9,14.4,-8.3,-3.3
COc1cc(NC(=O)CN(c2ccc(C)cc2)S(=O)(=O)c2c(C)noc2C)cc(OC)c1,3.4,-1.3,13.8,1.4,20.1,12.8,9.6,-4.7,6.4
C=CC[C@@H](CC(=O)NCCO)C(=O)NC[C@H](OC(=O)[C@@H](CC=C)Cc1ccc(F)cc1)c1ccccc1,3.5,0.0,3.8,-1.4,7.1,14.6,3.5,3.9,2.2
Brc1ccc(C2NCCS2)cc1 (stereo not drawn),7.1,2.3,-11.7,-5.3,8.7,2.4,12.6,9.6,13.3
CCOc1ccccc1CN1CCNC(=O)C1CC(=O)NCc1cc(C)n(C)n1 (stereo not drawn),-1.4,-3.2,3.6,-1.5,-20.3,13.7,-2.0,0.2,4.6
Cc1ccc(-n2nc3c([n+]2[O-])CCc2nonc2-3)cc1,-11.3,-1.3,3.3,-9.8,12.5,0.7,-7.0,-2.9,-16.3
COc1cccc(/C=C/c2onc(C)c2S(=O)(=O)N2CCC(C(=O)NC3CCCCCC3)CC2)c1,11.5,2.0,26.4,-7.6,-300.1,-3.2,11.2,-1.5,-13.3
CN(CC(=O)Nc1ccccc1Cl)C(=O)CCNC(=O)Nc1ccccc1,3.6,1.3,1.6,0.5,4.8,3.9,13.2,-6.6,7.4
C1=CC2CC1CC2CNCc1ccco1 (stereo not drawn),1.1,-1.5,7.0,-0.7,15.0,-19.3,-8.4,-18.3,-2.7
COc1ccc(C2/C=C\CN(C(=O)c3ccc(C)cc3)[C@H](Cc3ccccc3)C(=O)N2Cc2ccc(F)cc2)cc1 (stereo partly drawn),-8.6,2.0,18.6,4.2,9.5,-4.4,3.3,-2.4,4.3
O=C(N1CCOCC1)N1CCN(c2nc(-c3ccc(F)cc3)cs2)CC1,8.8,2.3,7.4,-7.1,2.2,6.7,17.8,5.9,-1.9
CNS(=O)(=O)c1cc(-c2nnc(Nc3ccc(NC(C)=O)cc3)c3ccccc23)ccc1C,-3.9,1.6,16.0,4.6,1.8,20.3,-6.6,-10.3,-11.7
CCCn1c(N)c(N(CCOC)C(=O)CSc2c(Cl)cccc2Cl)c(=O)[nH]c1=O,4.2,0.8,-2.5,-4.5,5.6,1.0,12.0,-6.6,0.1
Cc1cccc(N2C(=O)SC(SC(=Nc3ccccc3)Nc3ccccc3)C2=O)c1 (stereo not drawn),-5.7,1.2,14.3,-6.0,31.9,35.7,12.0,-8.7,-10.6
COc1ccc(C(=O)NNC(=O)CSc2nc(C(C)C)nc3ccccc23)cc1,-1.2,-0.3,10.1,-3.4,13.5,2.6,-0.7,-12.4,2.8
COc1ccc(C(=O)Nc2cccc(C(=O)O)c2)cc1S(=O)(=O)N1CCCC1,54.4*,0.2,6.3,-4.9,3.2,11.3,5.2,51.2*,35.8
O=C(c1ccccc1-c1nc(-c2ccccc2Cl)no1)N1CCOCC1,4.1,1.2,-2.3,-1.8,4.1,-7.2,17.1,-7.5,2.3
O=C1[C@@H]2C(Cc3ccc(O)cc3)NC3(C(=O)Nc4ccc(F)cc43)[C@@H]2C(=O)N1c1ccc(F)cc1 (stereo partly drawn),-3.5,-1.3,8.0,-0.7,5.8,-0.6,6.1,-6.4,5.2
CCC(C)(C)n1nnnc1C(c1cc2ccc(OC)cc2[nH]c1=O)N1CCCCC1 (stereo not drawn),2.3,-51.3,16.1,-1.7,-221.0,1.4,6.2,20.3,2.7
CCOc1c(C)cnc2c1c(=O)n(Cc1c(F)cccc1Cl)c(=O)n2C,2.4,-6.8,1.2,0.3,-19.4,-12.0,13.2,-6.1,2.1
COc1ccccc1OCC(O)CN1C(=O)NC(C)(C)C1=O (stereo not drawn),-0.5,-3.9,2.6,-7.3,1.7,14.7,6.0,-16.1,-2.8
Cc1ccc(NC(=O)CCc2ccc(C)o2)c(Br)c1,-9.5,-2.8,-7.7,-3.2,19.8,3.3,23.6,-11.9,7.1
O=C(CSc1ccc(-c2ccccc2)nn1)N1CCOCC1,17.4,4.0,-1.3,-5.9,7.3,-1.6,7.9,13.9,-5.0
O=C(CN1CCN(S(=O)(=O)c2cccs2)CC1)NCC1CCCCC1,-8.7,1.8,3.6,-6.2,18.6,3.6,14.9,-14.5,-9.4
O=C(NC1Cc2ccccc2C1)c1cc(COc2ccc(F)cc2Cl)on1,2.5,0.1,-2.2,-7.4,4.2,2.0,0.7,1.2,5.5
O=C(CCNS(=O)(=O)c1ccc(Cl)cc1)Nc1ccncc1,-6.2,2.0,8.3,-5.6,9.6,-12.7,7.4,-7.6,-8.0
CCCOC(=O)Nc1nc(-c2ccc(C)cc2)c(C)s1,-14.6,1.9,13.2,-3.3,11.8,1.0,41.7,-17.7,-5.8
CSc1ccc(Cn2nnc(C(=O)NCc3ccccc3)c2N)cc1,-3.4,-1.4,-2.0,0.7,10.6,9.1,14.0,-7.3,-4.5
CCC(=O)NN1CCN(c2ccncc2S(=O)(=O)N2CCCCC2)CC1,-4.4,0.4,-10.8,3.0,-3.2,-8.2,13.8,-6.6,3.0
